H1N1 NS1A inhibition: H1N1 influenza NS1A inhibitors, functional cell based assay (AID 504329); NS1A functional cell-based assay, percent inhibition; higher % means a stronger effect; one-dose inhibition, % at 12.5 µM; IC50 in µM for titrated hits; 340,000 tested, 0.3% active; in the data active means a potency from the dose series; inconclusive means inhibition above about 27% without an active follow-up result; further: strong numbers were not always called active
H37Rv inhibition: M. tuberculosis growth inhibition, HTS (AID 449762) | 330,000 tested, 0.59% active | inhibition, % at 25 µM; hits with a dose series show IC50 in µM | M. tuberculosis H37Rv growth inhibition, 7H9 media; higher % means a stronger effect; in the data active means a potency from the dose series; inconclusive means inhibition above about 70% without an active follow-up result;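 further: bacterial growth assessed after seven days of incubation; strong numbers were not always called active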
PhoP GFP inhibition: Inhibition of PhoP regulon, Salmonella typhi GFP reporter cells, confirmation, 4 h (AID 1850); Salmonella Typhi PhoP-promoter GFP reporter, fluorescence, 4 h; higher % means a stronger effect; one-dose inhibition, % at 50 µM; IC50 in µM for titrated hits; 310,000 tested, 0.33% active; in the data active means a potency from the dose series; inconclusive means inhibition mostly from about 25% at the one dose, without a potency; inactive means the rest, 99 in 100 with inhibition below about 19%;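 further: 0% = induced wells with vehicle and 100% = uninduced wells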
inhibitors of VEEV: inhibitors of VEEV TC-83 cytopathic effect, confirmation, Vero cells (AID 588727); Vero cells, VEEV TC-83 cytopathic effect inhibition; higher % means a stronger effect; 350,000 tested, 0.13% active; inhibition, % at 20 µM; hits with a dose series show IC50 in µM; in the data active means a potency from the dose series; inconclusive means inhibition mostly from about 14% at the one dose, without a potency; inactive means the rest, 99 in 100 with inhibition below about 12%; further: strong numbers were not always called active
M. tuberculosis: growth inhibition of non-replicating M. tuberculosis (AID 488890) | 320,000 tested, 0.39% active | Mycobacterium tuberculosis non-replicating, growth inhibition; higher % means a stronger effect | inhibition, % at 25 µM, or IC50 in µM where a hit was titrated; in the data active means a potency from the dose series; inconclusive means inhibition mostly from about 82% at the one dose, without a potency; inactive means the rest, 99 in 100 with inhibition below about 76%;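 further: plate controls were DMSO cells for no effect and high antibiotic wells for full effect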
* hit, by the source's call; i = inactive; u = inconclusive; x = not tested or not shown.

item	structure	H1N1 NS1A inhibition	H37Rv inhibition	PhoP GFP inhibition	inhibitors of VEEV	M. tuberculosis
1	Cc1sc(NC(=O)c2sc3nc4c(C)cccc4cc3c2N)c(C#N)c1C	-1%	1%	6%	12%	-4%
2	CCC(C)Sc1ccc([C@H]2N[C@@](Cc3ccccc3)(C(=O)OC)[C@H]3C(=O)N(CC)C(=O)[C@@H]23)cc1OC (stereo not given in full)	10%	-2%	-4%	0.1%	2%
3	O=C(COC(=O)COc1cccc(Br)c1)Nc1c(Cl)cccc1Cl	18%	7%	-10%	i	-13%
4	Cc1ccc(N2C(=O)c3ccccc3C2=O)cc1Cl	-2%	u	6%	0.6%	7%
5	Cc1noc(C)c1CSCC(=O)NC1=NCCS1	-1%	-1%	4%	i	0%
6	COc1cc(CNc2ccccc2SC)ccc1O	22%	-9%	-13%	0.9%	-3%
7	Cc1ccc(S(=O)(=O)NNC(=O)Nc2ccc(C)c(C)c2)c(C)c1	-13%	40%	-14%	5.9%	10%
8	CCCSc1nc2cc(C)c(C)cc2n1CC(O)CO (stereo not given)	-2%	10%	-12%	0.3%	-11%
9	O=C(CCN1C(=O)C2CC=CCC2C1=O)Nc1ccccc1Cl (stereo not given)	3%	8%	-7%	0.8%	-10%
10	COc1ccc(/C=N/NC(=S)NC2CCS(=O)(=O)C2)cc1 (stereo not given)	0%	3%	-1%	1.6%	-5%
11	N/C(=N\OC(=O)CCCCCN1C(=O)c2ccccc2C1=O)c1ccccc1	-2%	-5%	14%	1.7%	25%
12	O=c1[nH]c(=O)n(Cc2ccccc2)c2nc(-c3ccc(C(F)(F)F)cc3)n(CCO)c12	-4%	-2%	-9%	0.3%	-6%
13	O=C(Nc1cccc(S(=O)(=O)N2CCCCC2)c1)C1CCN(C(=O)c2ccc(Cl)cc2)CC1	-2%	5%	x	5.6%	40%
14	CCOCC(=O)Nc1cc([N+](=O)[O-])ccc1OC	3%	66%	-19%	6.6%	-1%
15	Cc1sc2ncnc(NCC(c3ccco3)N(C)C)c2c1C (stereo not given)	-1%	-3%	0%	1.0%	2%
16	CC(OC(=O)[C@H](C)NC(=O)c1ccccc1Cl)C(=O)NCc1ccc2c(c1)OCO2 (stereo not given in full)	1%	-2%	-1%	0.6%	-5%
17	C=CCOc1c(OC)cc(Cl)cc1C1NC(=O)NC(C)=C1C(C)=O (stereo not given)	3%	-2%	0%	0.3%	7%
18	COc1ccc(C2N(c3ccccc3)C(=O)C2(F)F)cc1OC (stereo not given)	7%	u	2%	1.3%	u
19	CCC(Sc1nncn1C)C(=O)Nc1nnc(-c2ccccc2Cl)s1 (stereo not given)	2%	-6%	-5%	3.0%	31%
20	CS(=O)(=O)N(CC(=O)Nc1cccc(Cl)c1)c1ccccc1Cl	22%	-4%	-3%	i	13%
21	Cc1ccc(CN(CC(=O)NCc2ccc3c(c2)OCO3)C(=O)c2csnn2)cc1	2%	8%	-5%	i	0%
22	Cc1cc(=O)[nH]c(SCc2nnnn2-c2ccc(Cl)cc2)n1	-5%	8%	4%	0.7%	18%
23	Cc1ccccc1NC(=O)c1c(C)nc(SCC(=O)OCc2ccccc2)c(C#N)c1-c1ccc(F)cc1	-5%	8%	-8%	9.0%	6%
24	CCOC(=O)c1ccc(NC(=S)N(CCN2CCCCCC2)Cc2cccs2)cc1	2%	34%	4%	0.1%	49%
25	CCCCN(CC)CCNC(=O)Cn1cnc2sc(C)c(S(=O)(=O)N3CCC(C)CC3)c2c1=O	3%	1%	6%	i	-14%

Sorted by formula weight (falling): some entries from above
item	structure	H1N1 NS1A inhibition	H37Rv inhibition	PhoP GFP inhibition	inhibitors of VEEV	M. tuberculosis
23	Cc1ccccc1NC(=O)c1c(C)nc(SCC(=O)OCc2ccccc2)c(C#N)c1-c1ccc(F)cc1	-5%	8%	-8%	9.0%	6%
19	CCC(Sc1nncn1C)C(=O)Nc1nnc(-c2ccccc2Cl)s1 (stereo not given)	2%	-6%	-5%	3.0%	31%
7	Cc1ccc(S(=O)(=O)NNC(=O)Nc2ccc(C)c(C)c2)c(C)c1	-13%	40%	-14%	5.9%	10%
22	Cc1cc(=O)[nH]c(SCc2nnnn2-c2ccc(Cl)cc2)n1	-5%	8%	4%	0.7%	18%
9	O=C(CCN1C(=O)C2CC=CCC2C1=O)Nc1ccccc1Cl (stereo not given)	3%	8%	-7%	0.8%	-10%
10	COc1ccc(/C=N/NC(=S)NC2CCS(=O)(=O)C2)cc1 (stereo not given)	0%	3%	-1%	1.6%	-5%
8	CCCSc1nc2cc(C)c(C)cc2n1CC(O)CO (stereo not given)	-2%	10%	-12%	0.3%	-11%

Remaining list, next part.
item	structure	H1N1 NS1A inhibition	H37Rv inhibition	PhoP GFP inhibition	inhibitors of VEEV	M. tuberculosis
26	CCCCN(C)C(=O)c1cn(-c2cccc(OC)c2)c(=O)c2ccccc12	-17%	-1%	-1%	0.2%	-18%
27	O=C(Nc1nc(-c2ccccc2)cs1)c1cccc([N+](=O)[O-])c1C(=O)O	0%	-6%	-5%	1.9%	18%
28	COc1ccc(NCC(O)Cn2cnc3c2c(=O)n(C)c(=O)n3C)cc1 (stereo not given)	2%	0%	-10%	2.6%	-3%
29	Cc1cc(NC(=O)CSc2nc3ccc(Cl)cc3[nH]2)no1	1%	-5%	10%	i	u
30	CC1CCc2c(sc(NC(=O)c3nc4ncccn4n3)c2C#N)C1 (stereo not given)	12%	-1%	-2%	0.1%	13%
31	O=C(Nc1nnc(-c2ccncc2)o1)c1cccc(N2C(=O)CCC2=O)c1	12%	11%	-6%	0.2%	20%
32	Cc1cc(C(F)(F)F)n(-c2nc(C(=O)NN)cs2)n1	5%	2%	11%	i	18%
33	COC(=O)C1CN(C(=O)c2ccc(OC(F)F)cc2)c2ccccc2O1 (stereo not given)	8%	-5%	9%	1.7%	32%
34	COc1ccccc1OCC(=O)OCc1cc(-c2ccco2)on1	-8%	7%	x	0.0%	-5%
35	CCc1nc(SCC(=O)Nc2ccc3c(c2)OCCO3)c2oc3ccccc3c2n1	-16%	1%	0%	i	-12%
36	Cc1ccc(/C=C2/C(=O)NC(=O)N(Cc3ccc(F)cc3)C2=O)o1	x	-3%	-12%	x	-19%
37	S=C(Nc1ccccc1)Nc1nc2ccccc2n1CCOc1ccc(Br)cc1	-10%	8%	-11%	i	0%
38	Cc1cc(CNC(=O)c2cc(-c3ccccc3)nc3ccccc23)nn1C	7%	3%	-12%	11%	5%
39	C=CCn1c(O)c(CN2CCCCC2)c(C)c(C#N)c1=O	-3%	5%	-16%	1.1%	-13%
40	CN(CCc1cn[nH]c1)C(=O)CC1C(=O)NCCN1Cc1cccc(Oc2ccccc2)c1 (stereo not given)	6%	-4%	10%	0.7%	-11%
41	O=C(Nc1cccc(C(=O)O)c1)/C(=C\c1ccccc1)NC(=O)c1cccc2ccccc12	12%	4%	7%	1.5%	4%
42	CCN1CCN(CCNC(=O)c2ccc3c(c2)N(Cc2ccc(F)cc2)C(=O)c2ccccc2S3=O)CC1 (stereo not given)	12%	-11%	-3%	0.9%	19%
43	O=C(Cn1cc(C(F)(F)F)cc(Cl)c1=O)Nc1ccc(N2CCOCC2)cc1	-3%	-1%	-10%	0.1%	0%
44	CN(Cc1c(C(=O)N/N=C/c2cc(F)ccc2F)nnn1-c1nonc1N)C1CCCCC1	4%	-3%	5%	1.1%	-2%
45	CN1C2CCC1CC(NC(=O)c1ccc([N+](=O)[O-])cc1)C2 (stereo not given)	22%	6%	8%	0.1%	-3%
46	Cc1noc(C)c1COC(=O)c1cc(=O)[nH]c2ccccc12	-3%	-1%	-9%	0.8%	14%
47	O=C(N/N=C/C(Cl)=C/c1ccccc1)c1ccccc1F	9%	11%	15%	3.8%	-6%
48	N#C/C(=C(/O)CCl)c1nc(-c2ccccc2)cs1	-13%	-8%	7%	i	u
49	O=C(N/N=C/c1cccc([N+](=O)[O-])c1O)C(O)(c1ccccc1)c1ccccc1	-9%	2%	2%	i	10%
50	CCc1nnc(NC(=O)CCC(=O)NCc2ccccc2OC)s1	-22%	7%	3%	3.2%	14%
51	O=C(Nc1ccc(Cl)cc1)/C(=C1\CCCN1)[N+](=O)[O-]	13%	-4%	11%	1.0%	-11%
52	O=C(O)C12CC3CC(C1)CC(n1ncc(NCc4ccccc4)c(Cl)c1=O)(C3)C2	4%	-3%	5%	i	-13%
53	CCC(=O)/C(=C(/O)c1ccccc1)c1nc2ccccc2[nH]1	-4%	23%	-3%	10%	16%
54	Cc1cc(Cn2nc(C(=O)NCc3cccs3)cc2-c2ccccc2)on1	-2%	-4%	8%	0.2%	9%
55	N#CC1(NC(=O)COC(=O)Cc2n[nH]c(=O)c3ccccc23)CCCCC1	-3%	-1%	-3%	i	-8%
56	Cn1c(=O)c2[nH]c(N/N=C(/C#N)C(N)=O)nc2n(C)c1=O	x	-1%	16%	x	0%
57	Cc1ccccc1C(=O)NNC(=O)CSc1nnc(C)n1-c1ccccc1	4%	-2%	-4%	0.8%	-11%
58	Cc1ccc(N2C(=O)SC(N(CC(=O)O)c3cccc(C)c3)C2=O)cc1 (stereo not given)	3%	-4%	8%	0.3%	-8%
59	O=C(NNC(=O)C1CCN(C(=O)Nc2ccccc2)CC1)c1ccc([N+](=O)[O-])cc1	0%	-1%	x	0.8%	17%
60	C=CCN(c1ccccc1)S(=O)(=O)c1cccc(C(=O)NCC(c2cccs2)N2CCOCC2)c1 (stereo not given)	-3%	-1%	-4%	8.9%	0%
61	CC(OC(=O)c1ccc2c(c1)OCCO2)C(=O)NC1CCCCC1C (stereo not given)	5%	6%	-5%	1.1%	-7%
62	C=CC1=CCN(S(=O)C(C)(C)C)[C@H]1CCO (stereo not given in full)	-18%	x	x	0.9%	x
63	CCOc1cc(C(=S)N2CCOCC2)ccc1OC(=O)c1cc(OC)c(OC)c(OC)c1	-18%	9%	10%	2.3%	8%
64	COc1cc2cc(C(=O)N3CCOCC3)cc(-c3ccc(C)cc3)c2cc1OC	1%	32%	-7%	0.9%	-1%
65	O=C(OCC(=O)N1CCc2ccccc21)c1cccc(S(=O)(=O)N2CCCc3ccccc32)c1	-2%	-9%	-7%	0.3%	-5%
66	c1ccc(NCc2cccc3ccccc23)nc1	-18%	3%	3%	1.4%	25%
67	c1ccc(-n2ncc3c2ncn2nnnc32)cc1	0%	3%	7%	0.6%	-2%
68	CC(=O)NNC(=O)C(O)(c1ccccc1)c1ccccc1	-10%	-8%	5%	2.0%	3%
69	Cc1cccc(N(C(=O)c2snc(C(N)=O)c2N)C(C(=O)NCC2CCCO2)c2ccc(N(C)C)cc2)c1 (stereo not given)	8%	42%	-5%	0.2%	2%
70	CCCC(=O)NC(Nc1cccc(C(F)(F)F)c1)C(Cl)(Cl)Cl (stereo not given)	2%	-10%	1%	0.3%	3%
71	Cc1cc(N2CCN(C)CC2)nc2ccc(NC(=S)NCCC(C)C)cc12	-3%	45%	19%	i	u
72	CCN1C(=O)C(O)(CC(=O)c2ccc3c(c2)OCCO3)c2ccccc21 (stereo not given)	1%	-6%	-11%	0.4%	7%
73	O=C(/C=C/c1cn(-c2ccccc2)nc1-c1cccnc1)N1CCCCC1	-11%	0%	-6%	7.7%	20%
74	CN(C)Cc1c(C(=O)N/N=C/c2cccc(OCc3ccc(F)cc3)c2)nnn1-c1nonc1N	-2%	5%	6%	1.4%	-1%
75	Cc1nnc(SCSc2nnc(C)s2)s1	-2%	1%	2%	i	10%

Later entries:
item	structure	H1N1 NS1A inhibition	H37Rv inhibition	PhoP GFP inhibition	inhibitors of VEEV	M. tuberculosis
76	COc1ccc(CCNC(=O)c2ccco2)cc1OC	-10%	3%	-4%	1.7%	3%
77	O=C1NC(=O)C(c2ccccc2)(c2ccccn2)N1 (stereo not given)	2%	x	x	i	x
78	O=C(NC1CCS(=O)(=O)C1)c1cccc(S(=O)(=O)N2CCCC2)c1 (stereo not given)	-1%	-2%	5%	1.2%	-20%
79	CCOC(=O)C1(Cc2cccc(OC)c2)CCCN(Cc2c(C)nn(C(C)C)c2C)C1 (stereo not given)	2%	-6%	-5%	0.3%	17%

Screening results: PubChem, Southern Research Specialized Biocontainment Screening Center
